# Assay outcomes: PubChem BioAssay, several laboratories
# bCat nuc transl – modulators of beta-catenin nuclear translocation | hit rate 0.3% among 190,000 | HeLa beta-catenin nuclear translocation, immunofluorescence imaging | AID 1665 | nuclear translocation activity, % at 5 µM;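 active means nuclear translocation activity above 50% at 5 µM, with a well cell count of 50 or more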;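 further: per-cell ratio of nuclear to cytoplasmic median beta-catenin stain intensity; plate controls were DMSO negative control for no effect and GSK-3 inhibitor IX positive control for full effect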
#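 Read-out: Nuclear/cytoplasmic beta-catenin signal ratio, % activation | Assay system: Human HeLa cell line | Times: 24 h compound exposure at 37°C, 5% CO2 | Signal: Fluorescence imaging of beta-catenin antibody stain plus DAPI | Dosing: 5 µM primary, 0.02–20 µM confirmation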
# Autophagy HCS – autophagy modulation, high-content screen | MEF GFP-LC3 puncta imaging; test concentration mostly 10 µM | hit rate 0.98% among 190,000 | AID 463193 | calls only at 10 µM (by protocol);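 active means percentage of spot-positive cells more than 3 SD above its plate mean, without a fluorescence outlier flag or 80% toxicity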;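 further: spot-positive cell cutoff set from DMSO-treated cells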
# NOD1 NF-kB reporter – NOD1 signaling inhibitors, primary screen, cell-based, luminescence, uHTS (AID 1578); NOD1-driven NF-kB luciferase reporter cells, luminescence; higher % means a stronger effect; hit rate 1% among 290,000; one-dose inhibition, % at 4 µM; EC50 in µM for titrated hits; in the data active means inhibition mostly above about 36%, no sharp cut-off; inactive means mostly below about 34%;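 further: HEK-293T reporter cells stimulated with the NOD1 agonist gamma-tri-DAP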
# MT stabilize HCS – stabilizes microtubules in HeLa cells | HeLa tubulin immunostaining HCS, 24 h; share of cells brighter than vehicle mean+2SD | % tubulin-high responders, % at 10 µM | hit rate 0.83% among 200,000;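 active means plate Z-score above 3 for both tubulin-high and condensed-nucleus cell shares, with cell loss under 80%, at 10 µM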;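 further: anti alpha tubulin signal scored within the nucleus-defined area of each cell; some results filed as inactive read as strong as hits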
# Yfh1-depleted yeast – enhancers of respiration in Yfh1-depleted yeast, dose response, Friedreich's ataxia, plus single-dose screen (AID 1465); S. cerevisiae Yfh1-off respiration, WST-1 reduction, 72 h; higher fold induction means a stronger effect; hit rate 0.074% among 220,000; fold induction at 50 µM; hits with a dose series show EC50 in µM;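 active means fold induction of absorbance versus untreated yeast above a set limit, then at least 30% activation at any dose in follow-up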;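 further: activators that raise dye reduction in frataxin-depleted yeast; strong numbers were not always called active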
# Insulin prom up – MIN6 insulin promoter up-regulation. MIN6 insulin promoter-GFP reporter, high-content imaging; stronger effect = higher value. hit rate 0.3% among 190,000. AID 1625. z-score at 5 µM;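 active means z-score above 3 at 5 µM with at least 500 cells counted in the well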
# M17LAP inhibition – P. falciparum M17LAP inhibitors, primary screen, biochemical, fluorogenic H-Leu-NHMec substrate, 1536-well (AID 1619); recombinant M17LAP, H-Leu-NHMec fluorogenic kinetic assay; higher % means a stronger effect; one-dose inhibition, % at 30 µM; IC50 in µM for titrated hits; hit rate 0.38% among 220,000;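 active means compound inhibiting the enzyme by more than half at any dose during confirmatory dose-response retesting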;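 further: plate controls were full reaction with DMSO carrier for no effect and no enzyme background for full effect; strong numbers were not always called active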
# HEK293 NOD2/NF-kB – NOD2 signaling inhibitors, cell-based, luminescence, uHTS, HEK293 (AID 1566); HEK293 NOD2/NF-kB luciferase reporter, luminescence; higher % means a stronger effect; inhibition, % at 4 µM, or EC50 in µM where a hit was titrated; hit rate 0.63% among 290,000; in the data active means inhibition above about 50%; further: many of its hits are not listed in these tables
# Dynein transport – dynein cargo transport inhibition; hit rate 0.47% among 220,000; z-score, hits read low; 3617.4 mouse cells, GR-EGFP nuclear translocation imaging; test concentration mostly 20 µM; stimulated with dexamethasone, 1 µM; stronger effect = lower value; AID 1381;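 active means plate z-score of nuclear minus cytoplasmic receptor signal below a set negative limit, without overly bright fluorescence or cell loss, cut at about -3.5 in these data, passing the limit was not always enough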;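 further: z-score of nuclear minus cytoplasmic ring GR-EGFP intensity difference per well; some compounds called inactive have numbers as strong as hits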
#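 Buffer or medium: tet-free medium with charcoal-stripped serum / Also added: dexamethasone agonist, 1.0 µM final, for 30 min / Timing: induction 48 h, compound 1 h, agonist 30 min / Measured by: high-content fluorescence imaging after fixation / Read-out: nuclear-to-cytoplasmic GR-EGFP distribution per well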
# Dynein transport cytoplasmic EGFP – recorded beside Dynein transport, whose call it bears; z-score; measured here: cytoplasmic GR-EGFP intensity; stronger effect = higher value
# Dynein transport nuclear GR-EGFP – second read-out of Dynein transport, no call of its own (marks repeat the call); z-score; measured here: nuclear GR-EGFP intensity;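 lower value marks the stronger effect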
# Dynein transport cell count – recorded beside Dynein transport, whose call it bears; z-score; measured here: cell count per field
# Insulin prom up cell count – second read-out of Insulin prom up, no call of its own (marks repeat the call); cell count; measured here: cytotoxicity, nuclei count;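 total cells summed across four imaged fields per well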
# bCat nuc transl cell count 5 µM – also measured in bCat nuc transl; calls as there; cell count; measured here: cell count, cytotoxicity flag
# MT stabilize HCS Hoechst-high % – second read-out of MT stabilize HCS, no call of its own (marks repeat the call); % Hoechst-high responders; measured here: nuclear condensation Hoechst responders;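 share of cells brighter than vehicle mean plus two SD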
# MT stabilize HCS cytotoxicity % – recorded beside MT stabilize HCS, whose call it bears; toxicity, %; measured here: cytotoxicity by cell density;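 0% = mean cell density of plate MIN control wells and 100% = no cells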
# Autophagy HCS cell loss 18 h – further read-out of Autophagy HCS, marked with its call; toxicity, %; measured here: cell loss, nuclei count;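 cell loss after 18 h compound exposure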
# Numbers without * were called inactive; i = inactive; · = no result given. This is a subset (hit frequency here may not be typical).
SMILES,bCat nuc transl,bCat nuc transl cell count 5 µM,Autophagy HCS,Autophagy HCS cell loss 18 h,NOD1 NF-kB reporter,MT stabilize HCS,MT stabilize HCS Hoechst-high %,MT stabilize HCS cytotoxicity %,Yfh1-depleted yeast,Insulin prom up,Insulin prom up cell count,M17LAP inhibition,HEK293 NOD2/NF-kB,Dynein transport,Dynein transport cytoplasmic EGFP,Dynein transport nuclear GR-EGFP,Dynein transport cell count
Nc1nc2c(c3c1c(=O)oc1ccccc13)CCCCC2,-2.0,1197,i,-7,6%,1.8,0.4,4.7,i,0.45,1351,4%,19%,-0.35,-0.21,-0.18,1
COc1ccc(C2NC(=O)NC(C)=C2C(=O)Nc2cc(C)ccc2C)cc1OC (stereo not given),-2.2,985,i,8,-6%,4.8,2.4,5.2,i,0.14,1205,7%,6%,-0.26,-0.21,0.083,0.53
COc1ccc(CCC(=O)N2CCN(C3CCCCC3)CC2)cc1,1.9,962,i,-7,-12%,3.4,2.2,4.5,i,-0.06,1252,2%,1%,-0.23,-0.25,-0.086,0.45
COc1ccccc1-c1cc(C(=O)Nc2ccccc2SC)no1,2.6,1458,i,-12,-10%,2.8,1.4,8.5,i,-1.1,1597,-4%,7%,-0.52,-0.23,0.068,0.73
CCOC(=O)c1[nH]c2ccccc2c1NC(=O)c1ccc(S(=O)(=O)N2CCCC2)cc1,-1.3,602,i,5,-27%,4.0,3.4,4.0,·,0.47,1306,-2%,7%,-0.22,-0.22,0.75,-0.35
COc1ccccc1-n1cnc2cc(C(=O)NCCCN3CCOCC3)ccc21,-0.2,1071,i,-27,-4%,2.9,2.0,3.0,i,-0.02,1195,-1%,-29%,-1.2,-0.22,0.023,-0.19
COC(=O)CCC(=O)OC1(C)C(=O)C=C2C=C(C3CC3)N(CC3CC3)C=C2C1=O (stereo not given),1.0,1128,·,·,0%,·,·,·,i,2.1,620,-2%,-20%,-0.9,-0.78,-0.36,1.7
CCN(CC)S(=O)(=O)c1cccc(-c2nn(-c3ccccc3)cc2/C=C(\C#N)C(=O)NCc2ccco2)c1,-1.0,525,i,13,-21%,3.4,5.7,14,i,-0.45,1384,-3%,2%,1.8,-0.25,0.65,-1
CC(C)(C)CN1C(N)=NC[C@H]1Cc1ccc(O)cc1,0.2,1102,·,·,8%,·,·,·,i,0.23,778,7%,19%,0.33,-0.86,0.21,0.16
CCN1C(=O)CC2(C[N+]3(C)CCC2CC3)C1=O (stereo not given),·,·,i,12,-28%,1.5,2.5,7.0,i,-0.41,1197,-11%,17%,1.1,-0.15,1.6,-1.1
C=C(C)Cn1c(N(CCO)Cc2ccccc2)nc2c1c(=O)[nH]c(=O)n2C,-1.1,1360,·,·,10%,3.1,2.9,9.4,i,-1.3,2102,7%,18%,-0.75,-0.24,-0.22,0.17
O=C(CNC(=O)c1ccco1)OCc1cccc(Cl)c1,-2.1,886,i,-5,6%,1.2,1.6,5.7,i,0.71,1290,-5%,13%,-0.51,-0.2,-0.14,-0.12
Cc1ccc2c(C(=O)CN3CCN(c4ccccc4)CC3)c(C)[nH]c2c1,0.3,901,i,6,-23%,1.8,1.4,6.7,i,0.74,1290,-2%,-14%,1.1,-0.2,0.51,-0.37
O=C(Cn1c(=O)oc2ccccc21)NCCc1ccccc1Cl,-3.0,1056,i,10,-26%,3.2,1.5,20,i,-1.1,1207,2%,-2%,-1.5,-0.27,-0.3,1.3
O=C(/C=C/c1ccccc1)NC(NC(=S)Nc1ccc(C(=O)O)cc1)C(Cl)(Cl)Cl (stereo not given),0.4,942,i,-5,-18%,1.7,2.3,7.3,i,1,1343,10%,4%,-0.28,-0.21,-0.38,0.11
Cc1ccc(N2CC(C(=O)N3CCc4ccccc4C3)CC2=O)cc1 (stereo not given),·,·,i,11,-13%,8.4,3.0,7.7,i,-0.53,1125,-2%,8%,-0.057,-0.2,0.19,-0.17
CCC(C)NC(=O)Nc1ccccc1F (stereo not given),-0.2,529,i,2,-17%,2.9,1.5,8.3,i,0.62,1247,18%,13%,0.16,-0.19,0.17,-0.32
O=C(/C=C/c1ccccc1)Nc1ccc(NC(=O)c2cccs2)cc1,0.0,1294,·,·,-8%,·,·,·,i,0.17,1307,2%,16%,-0.12,-0.25,-0.31,0.03
O=C(CSc1nnc(CNC(=O)c2cccs2)o1)c1ccc(Cl)cc1,2.2,1004,i,0,-16%,1.0,1.3,10,i,-0.05,857,-14%,11%,-1.1,-0.42,-0.36,1.2
CCC(C)N(C(=O)COC(=O)CCc1c[nH]c2ccccc12)C1CCS(=O)(=O)C1 (stereo not given),·,·,i,25,1%,2.1,2.2,7.0,·,·,·,0%,-9%,0.46,-0.067,0.29,0.21
Cc1cc(C(C)(C)C)cc(S(=O)(=O)Nc2ccc(O)c(C(=O)O)c2)c1C,-3.6,1184,i,0,10%,1.6,1.5,7.3,i,1.7,852,32%,-3%,0.18,-0.086,0.62,-0.48
Cc1ccccc1NC(=O)c1ccc(Cl)c(NC(=O)c2cccnc2)c1,-0.4,1106,i,-16,-36%,3.5,2.1,7.3,i,-0.01,1424,14%,4%,-1.1,-0.31,-0.5,1.3
Cc1c(C(=O)O)oc2ccc(S(=O)(=O)N3CC(C)CC(C)C3)cc12 (stereo not given),-1.1,1031,i,12,-13%,3.8,1.7,11,i,-0.07,1886,6%,-4%,-1.4,-0.1,-0.43,-0.16
CCOc1ccc(NC(=O)c2cccnc2SC)cc1,0.3,1136,i,12,-6%,2.8,2.0,8.6,i,-0.67,1144,28%,-24%,-0.44,-0.22,-0.14,0.27
O=C(O)CSCC(=O)NC1CCCc2ccccc21 (stereo not given),-0.8,1354,·,·,-1%,·,·,·,i,-0.21,1017,2%,6%,0.15,-0.24,0.085,0.54
CCC(C)[C@H](NC(=O)N1CCCCCC1)C(=O)OC (stereo not given in full),-3.9,1102,·,·,0%,·,·,·,i,0.01,1380,6%,2%,1.5,-0.31,0.57,0.4
CCOC(=O)NCc1ccc(S(=O)(=O)Nc2ccc(C)cc2)cc1,-1.5,1176,i,6,-42%,3.9,2.2,5.6,i,·,·,-18%,2%,1,-0.14,0.45,-0.69
CCOc1ccccc1NC(=O)CSc1ccc2nnc(-c3cccnc3)n2n1,-3.5,1043,i,11,-36%,1.7,1.6,12,i,0.75,1608,11%,8%,1.4,-0.23,0.42,-0.51
CC(=O)c1ccc(OCCCC(=O)NC2CCCc3ccccc32)cc1 (stereo not given),-1.8,1049,i,19,-9%,4.3,2.6,6.1,i,-0.07,1394,-7%,12%,-0.43,0.063,0.16,4.5
CCN(CC)S(=O)(=O)c1cc(OC)c(Cl)cc1OC,-0.6,1062,i,15,-21%,1.4,1.1,5.1,i,-0.39,1628,5%,18%,-0.9,-0.22,-0.34,0.65
Cn1c(SCC(=O)NNC(=O)Nc2ccccc2)nnc1-c1ccccc1,-0.2,1274,·,·,-2%,·,·,·,i,-0.28,1093,5%,11%,-0.46,-0.23,0.62,0.17
O=C(CSc1nc2c(c(=O)n1-c1ccccc1)SCC2)N1CCOCC1,-1.0,1160,i,0,-20%,6.6,1.6,9.4,i,0.27,1436,19%,-5%,0.48,-0.17,0.37,-0.28
Cc1onc(-c2c(F)cccc2Cl)c1C(=O)N=C(N)N1CCCC1,-2.0,1302,·,·,4%,·,·,·,·,-0.05,954,·,10%,-0.76,-0.082,0.2,0.84
CCn1c(CCNC(=O)c2cccs2)nnc1SCC(=O)Nc1nc(-c2ccccc2)cs1,-0.9,1176,i,1,-4%,3.0,1.2,23,i,·,·,1%,12%,-0.3,-0.022,0.018,0.25
COc1ccc(Nc2nc(NCc3ccco3)nc(N/N=C/c3ccccc3Cl)n2)cc1,1.0,1010,i,-6,-20%,3.0,2.5,16,i,-1.6,1370,2%,-16%,-0.25,-0.23,-0.2,1.2
COc1ccc(CCN2CC3=C(C2=O)C(c2ccccc2)NC(=O)N3C)cc1OC (stereo not given),1.2,1170,i,12,-12%,1.8,1.4,2.5,i,0.47,1266,8%,-5%,-0.21,-0.26,0.18,0.85
Cc1cc(C(N)=O)c2ccccc2n1,-4.0,997,i,11,6%,3.6,1.3,14,i,0.3,1106,-4%,8%,-0.039,-0.32,0.29,0.59
Cc1ccc(-c2cc3nc(C)cc(NCc4ccco4)n3n2)cc1,3.7,1118,i,49,-55%,4.9,3.5,21,i,-0.68,977,-6%,-45%,0.26,-0.11,0.45,-0.45
O=C(NC(=S)NCCc1ccccn1)c1ccco1,0.8,1164,i,9,-22%,5.5,1.8,6.9,i,-0.17,1256,-1%,-15%,-0.018,1.2,0.42,0.02
O=C1c2ccccc2C(=O)N1Cc1ccco1,-1.4,1090,i,-8,-8%,2.6,2.3,5.8,i,-0.53,1271,4%,4%,0.15,-0.18,0.44,-1.3

# Fetched by compound from above, 2 records:
SMILES,bCat nuc transl,bCat nuc transl cell count 5 µM,Autophagy HCS,Autophagy HCS cell loss 18 h,NOD1 NF-kB reporter,MT stabilize HCS,MT stabilize HCS Hoechst-high %,MT stabilize HCS cytotoxicity %,Yfh1-depleted yeast,Insulin prom up,Insulin prom up cell count,M17LAP inhibition,HEK293 NOD2/NF-kB,Dynein transport,Dynein transport cytoplasmic EGFP,Dynein transport nuclear GR-EGFP,Dynein transport cell count
Cc1ccc(-c2cc3nc(C)cc(NCc4ccco4)n3n2)cc1,3.7,1118,i,49,-55%,4.9,3.5,21,i,-0.68,977,-6%,-45%,0.26,-0.11,0.45,-0.45
Cc1cc(C(N)=O)c2ccccc2n1,-4.0,997,i,11,6%,3.6,1.3,14,i,0.3,1106,-4%,8%,-0.039,-0.32,0.29,0.59
